BRCA1 expr up: increases BRCA1 expression. MCF7-BRCA1-FFLuc reporter, luminescence, 48 h; response scale: scaled: vehicle 0%, 10 µM genistein 100%. Potency, µM (doses to about 46.1 µM), for the others: at the highest dose activation, usual class: activators. 380,000 tested, 1.1% active. AID 624202; further: potency means the concentration at half of the fitted maximal effect; nearly all actives have a fitted effect of over 80% in size; some results filed as inactive show a strong effect at the top dose
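Cells: MCF7-BRCA1-FFLuc, 2000/well. Exposure: 48 h, 37 °C, 5% CO2. Read: luminescence, 15 min post-substrate. Controls: genistein 10 microM (maximal activation), DMSO (neutral).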
Rab9 prom act: Rab9 promoter activation; Huh7 Rab9 promoter-luciferase reporter, luminescence, 24 h; Potency, µM (series often up to 9.22 µM), for inactives: at the highest dose activation, negative = inhibition, hits mostly activators; 320,000 tested, 2.8% active; AID 485297; further: potency means the concentration at half of the fitted maximal effect; % of control where 0% means no effect; nearly all actives have a fitted effect of over 60% in size
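Quantitative HTS format; Huh7 Rab9-luciferase reporter cells (1500/well) receive compound 2 h post-plating, incubate 24 h at 37 °C, then get luciferase reagent for 10 min before luminescence reading.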
Tb PFK block: blocks T. brucei phosphofructokinase; T. brucei PFK, ADP-Glo luminescence; 330,000 tested, 0.17% active; O15648; Potency, µM (series often up to 57.5 µM), for the others: at the highest dose activity, negative = inhibition, actives largely listed as inhibitors;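 further: potency means the concentration at half of the fitted maximal effect; 0% = uninhibited 1x PFK enzyme wells and -100% = no-enzyme wells; nearly all actives have a fitted effect of over 60% in size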
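Activity is normalized to no-enzyme wells (full inhibition) and 1.25 nM enzyme wells (no inhibition). Reaction: 0.5 mM F6P, 0.1 mM ATP, 45 min RT, ADP-Glo luminescence; concentration-response curves fitted and classed by quality.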
TRPV1 agonist: human TRPV1 agonism; TRPV1-expressing cells, Fluo-8 calcium influx, agonist mode; activation, % at 8.33 µM; 320,000 tested, 0.19% active; AID 540275; Q8NER1; in the data active means activation above about 80%; inconclusive means between about 30% and that limit; further: 0% is about no effect
Target sequence (Q8NER1 whole entry, looked up): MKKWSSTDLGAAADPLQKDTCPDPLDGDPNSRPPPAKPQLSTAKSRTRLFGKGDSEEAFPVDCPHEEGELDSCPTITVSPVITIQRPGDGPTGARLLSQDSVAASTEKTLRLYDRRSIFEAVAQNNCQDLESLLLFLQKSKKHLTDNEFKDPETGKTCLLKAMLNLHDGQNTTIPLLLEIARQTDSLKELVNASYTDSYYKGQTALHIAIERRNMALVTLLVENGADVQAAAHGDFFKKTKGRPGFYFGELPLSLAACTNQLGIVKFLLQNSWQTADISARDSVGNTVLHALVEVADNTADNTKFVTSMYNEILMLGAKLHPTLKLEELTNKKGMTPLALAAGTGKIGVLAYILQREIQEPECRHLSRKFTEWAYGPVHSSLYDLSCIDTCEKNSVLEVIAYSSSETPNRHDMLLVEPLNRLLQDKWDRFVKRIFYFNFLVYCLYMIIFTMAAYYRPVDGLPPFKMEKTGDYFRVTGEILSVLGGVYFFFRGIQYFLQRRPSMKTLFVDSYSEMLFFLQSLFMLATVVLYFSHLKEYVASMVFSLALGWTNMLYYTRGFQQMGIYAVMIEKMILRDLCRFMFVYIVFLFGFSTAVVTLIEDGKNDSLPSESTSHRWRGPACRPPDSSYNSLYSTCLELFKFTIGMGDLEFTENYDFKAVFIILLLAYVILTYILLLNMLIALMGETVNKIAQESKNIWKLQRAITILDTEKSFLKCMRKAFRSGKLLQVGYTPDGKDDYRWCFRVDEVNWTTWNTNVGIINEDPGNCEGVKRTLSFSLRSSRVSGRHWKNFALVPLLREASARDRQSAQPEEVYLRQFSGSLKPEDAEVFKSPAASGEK
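Fluo-8 calcium influx in TRPV1-expressing cells, kinetic read (ex 480/em 520 nm). Compound added and read 3 min for agonist activity, followed by capsaicin at EC20 final and 2 min further read for enhancement.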
p53 reactivator: mutant p53 re-activation in reporter cells; AID 504706; Potency, µM (doses to about 92.2 µM), for inactives: at the top dose activity change, positive = activation, actives largely listed as activators; H1299 p53-A138V BP100-luciferase reporter, luminescence, 24 h; 320,000 tested, 0.063% active; further: potency means the concentration at half of the fitted maximal effect; % of control where 0% means no effect; nearly all actives have a fitted effect of over 45% in size
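p53-null H1299 cells stably carrying temperature-sensitive p53-A138V and a BP100-luciferase reporter were pinned with compounds (4-point, 1:5 series) and held 24 hrs at 37 deg C. Luminescence was read 10 min after detection reagent.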
ELG1 genotox: induces genotoxicity in HEK293T cells with luciferase-tagged ELG1; HEK293T ELG1-luciferase reporter, luminescence, 16 h; Potency, µM (series often up to 46 µM), for inactives: at the top dose activity change, positive = activation, most hits filed as activators; 330,000 tested, 1.3% active; AID 504466; further: potency means the concentration at half of the fitted maximal effect; % of control where 0% means no effect; nearly all actives have a fitted effect of over 60% in size
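Genotoxicity was scored as increased ELG1-luciferase reporter signal, measured by ONE-Glo luminescence (30 min, room temperature). Compound or vehicle exposure of the HEK293T reporter cells lasted 16 hr at 37°C.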
ELG1 DNA repair: inhibitors of ELG1-dependent DNA repair in HEK293T cells | HEK293T ELG1-luciferase reporter, luminescence, 16 h; DNA damage induced by 5-fluorouridine | Potency, µM (series often up to 46.1 µM), for the others: at the highest dose activity change, negative = inhibition, hits mostly inhibitors | 330,000 tested, 2.3% active; further: potency means the concentration at half of the fitted maximal effect; on the % scale 0 is the no-effect control and ±100 the full control effect; nearly all actives have a fitted effect of over 55% in size
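Step one: seed 2,000 cells per well. Step two: pin-transfer compound or DMSO alongside 5-fluorouridine. Step three: incubate 16 hr, 37 °C, 5% CO2. Step four: add ONE-Glo, wait 30 min, read luminescence.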
FLuc modulator: inhibits or activates purified firefly luciferase, miR-21 counter-screen. P08659. purified FLuc, Km substrates, luminescence inhibition. Potency, µM (titrated, usually from 57.5 µM), inactives show at the top dose activity change, negative = inhibition, usual class: inhibitors. 360,000 tested, 6.9% active;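 further: potency means the concentration at half of the fitted maximal effect; plate controls were vehicle for no effect and reference inhibitor for full effect; nearly all actives have a fitted effect of over 55% in size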
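Biochemical qHTS of compounds, final roughly 60 µM downward over six points, against 10 nM purified firefly luciferase using Km concentrations of substrates (10 uM D-luciferin, 10 uM ATP) in Tris acetate pH 7.5 buffer; luminescence output.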
NPC1 promoter act: NPC1 promoter activation; Huh7 NPC1 promoter luciferase reporter, 24 h; Potency, µM (series often up to 9.22 µM), inactives show at the highest dose activation, most hits filed as activators; 320,000 tested, 2.4% active; AID 485313;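 further: potency means the concentration at half of the fitted maximal effect; % of control where 0% means no effect; nearly all actives have a fitted effect of over 60% in size; reporter is driven by a mutant NPC1 promoter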
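Luminescence read-out of NPC1 promoter-driven luciferase in stably transfected Huh7 cells; compounds delivered in DMSO and left 24 h at 37C, 5% CO2, qHTS titration format.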
RORgamma inh: inhibitors of mouse ROR gamma transcriptional activity. Potency, µM (highest dose often 53.6 µM), for the others: top-dose activity change, negative = inhibition, most hits filed as inhibitors. P51450. AID 2551. Drosophila S2 Gal4-RORgamma UAS-luciferase reporter, 20 h. 310,000 tested, 5.4% active; further: potency means the concentration at half of the fitted maximal effect; on the % scale 0 is the no-effect control and ±100 the full control effect; nearly all actives have a fitted effect of over 60% in size
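Luminescence from a UAS-regulated Photinus luciferase reporter in stably transfected Drosophila Schneider cells is measured; decreased signal marks ROR gamma inhibition. Fusion expression is induced by 700 uM copper sulfate for 20 hr.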
VP16 counter: Gal4-VP16 reporter inhibition counter-screen; 310,000 tested, 3.5% active; Potency, µM (titrated, usually from 53.6 µM), inactives show top-dose activity, negative = inhibition, hits mostly inhibitors; Drosophila S2 Gal4-VP16 UAS-luciferase, luminescence, 20 h;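 further: Gal4-VP16 expression switched on by copper sulfate through the metallothionein promoter; potency means the concentration at half of the fitted maximal effect; on the % scale 0 is the no-effect control and ±100 the full control effect; nearly all actives have a fitted effect of over 50% in size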
Numbers without * were called inactive; [ ] = dose if it differs, or a comment. Unless noted, the call rests on the fitted dose curve; in most records, active means well fitted curve in the direction sought with a large enough effect; inconclusive means small, poorly fitted or top-dose-only effect, or another doubt; inactive means no such curve, though single readings can be large; an effect the other way counts as inactive or inconclusive.

Results for CCCC(=O)Nc1ccc(C(=O)O)cc1NC(=O)CCC ?
BRCA1 expr up: 0%; Rab9 prom act: 0%; Tb PFK block: 21%; TRPV1 agonist: 2; p53 reactivator: 0%; ELG1 genotox: 0%; ELG1 DNA repair: 1%; FLuc modulator: 1%; NPC1 promoter act: -3%; RORgamma inh: 2%; VP16 counter: -15%

Results for Cc1cc(C)cc(N(CCC#N)C(=O)CN2C(=O)NC3(CCCC3)C2=O)c1 ?
BRCA1 expr up: -13%; Rab9 prom act: 5%; Tb PFK block: 3%; TRPV1 agonist: -1; p53 reactivator: -2%; ELG1 genotox: -1%; ELG1 DNA repair: 0%; FLuc modulator: -1%; NPC1 promoter act: -2%; RORgamma inh: -10%; VP16 counter: 9%

What do the screens show for `Cn1cccc1/C=C1\SC(=S)N(NC(=O)c2ccc(Cl)cc2)C1=O`?
BRCA1 expr up: -15%; Rab9 prom act: 1%; Tb PFK block: 1%; TRPV1 agonist: 14; p53 reactivator: -3%; ELG1 genotox: 2%; ELG1 DNA repair: 1%; FLuc modulator: 4%; NPC1 promoter act: -1%; RORgamma inh: 10%; VP16 counter: inconclusive

What do the screens show for `COCCCNc1oc(/C=C/c2ccccc2)nc1C#N`?
BRCA1 expr up: inconclusive; Rab9 prom act: 1.1µM*; Tb PFK block: 0%; TRPV1 agonist: inconclusive; ELG1 genotox: 2.9µM*; ELG1 DNA repair: inconclusive; FLuc modulator: 3.4µM*; NPC1 promoter act: 3.5µM*; RORgamma inh: 4%; VP16 counter: -13%

What do the screens show for `CCCn1c(N2CCN(C(=O)/C=C/C(=O)O)CC2)nc2ccccc21`?
BRCA1 expr up: 2%; Rab9 prom act: 0%; Tb PFK block: 2%; TRPV1 agonist: 3; p53 reactivator: 3%; ELG1 genotox: -6%; ELG1 DNA repair: -13%; FLuc modulator: 1%; NPC1 promoter act: 0%; RORgamma inh: -4%; VP16 counter: 1%

Results for CCc1cccc(NC(=O)CCCn2c(=O)[nH]c3ccsc3c2=O)c1 ?
BRCA1 expr up: 1%; Rab9 prom act: 4%; Tb PFK block: -1%; TRPV1 agonist: 5; p53 reactivator: 8%; ELG1 genotox: 0%; ELG1 DNA repair: -1%; FLuc modulator: 0%; NPC1 promoter act: 1%; RORgamma inh: 27%; VP16 counter: 2%

What do the screens show for `CN(CCO)S(=O)(=O)c1ccc2c(c1)C(=NN)c1cc(S(=O)(=O)N(C)CCO)ccc1-2`?
BRCA1 expr up: -27%; Rab9 prom act: 1%; Tb PFK block: 0%; TRPV1 agonist: -5; p53 reactivator: 5%; ELG1 genotox: -3%; ELG1 DNA repair: -5%; FLuc modulator: -1%; NPC1 promoter act: -2%; RORgamma inh: -13%; VP16 counter: 17%

Results for Cc1[nH]c2ccccc2c1C(=O)CSC(=S)N(C)C1CCCCC1 ?
BRCA1 expr up: 23%; Rab9 prom act: -2%; Tb PFK block: 0%; TRPV1 agonist: 15; p53 reactivator: inconclusive; ELG1 genotox: 5%; ELG1 DNA repair: inconclusive; FLuc modulator: 15µM*; NPC1 promoter act: 14%; RORgamma inh: 45%; VP16 counter: 3%

Results for Cc1ccc(S(=O)(=O)Nc2ccc(N3CCOCC3)cc2)cc1 ?
BRCA1 expr up: -38%; Rab9 prom act: -3%; Tb PFK block: 4%; TRPV1 agonist: -5; p53 reactivator: -1%; ELG1 genotox: -2%; ELG1 DNA repair: -29%; FLuc modulator: -12%; NPC1 promoter act: -3%; RORgamma inh: 6%; VP16 counter: -1%

What do the screens show for `CCCCCn1c(=O)c(C(=O)OCC)c(O)c2ccccc21`?
BRCA1 expr up: -25%; Rab9 prom act: 0%; Tb PFK block: -6%; TRPV1 agonist: -1; p53 reactivator: 2%; ELG1 genotox: -3%; ELG1 DNA repair: 1%; FLuc modulator: 1%[2.3 µM]; NPC1 promoter act: -1%; RORgamma inh: 2%; VP16 counter: 3%

How did Cc1cccc(NC(=O)C[n+]2ccccc2)c1 do in these assays?
BRCA1 expr up: 1%; Rab9 prom act: 1%; Tb PFK block: 0%; TRPV1 agonist: 0; ELG1 genotox: -6%; ELG1 DNA repair: 0%; FLuc modulator: 6%; NPC1 promoter act: 2%; RORgamma inh: -41%[1.91 µM]; VP16 counter: 19%

What do the screens show for `CSc1ccc(/C=C/C(=O)OCC(=O)N2CCCCCC2)cc1`?
BRCA1 expr up: -2%; Tb PFK block: 2%; p53 reactivator: 4%; ELG1 genotox: -1%; ELG1 DNA repair: 0%

What do the screens show for `NC(=O)c1nsc(C(=O)N(c2ccc(F)cc2)C(C(=O)NCC2CCCO2)c2c[nH]c3ccccc23)c1N` (centres undefined)?
BRCA1 expr up: -62%; Rab9 prom act: 10%; Tb PFK block: 3%; TRPV1 agonist: 3; p53 reactivator: -4%; ELG1 genotox: 3%; ELG1 DNA repair: -4%; FLuc modulator: 0%; NPC1 promoter act: 1%; RORgamma inh: -113%; VP16 counter: 16µM*

What do the screens show for `CCCCCCCCNC(=O)C(CCC(=O)OCc1ccccc1)NC(C)=O` (centres undefined)?
BRCA1 expr up: 5%; Rab9 prom act: 11%; Tb PFK block: -7%; TRPV1 agonist: 0; p53 reactivator: 0%; ELG1 genotox: -1%; ELG1 DNA repair: -2%; FLuc modulator: 2%; NPC1 promoter act: 1%; RORgamma inh: 18%; VP16 counter: -8%

How did Nc1cc(=O)[nH]c(SCC(=O)c2ccc(O)cc2O)n1 do in these assays?
BRCA1 expr up: -11%; Rab9 prom act: -1%[1.84 µM]; Tb PFK block: 0%; TRPV1 agonist: -2; p53 reactivator: 3%; ELG1 genotox: -1%; ELG1 DNA repair: -1%; FLuc modulator: 7%; NPC1 promoter act: -11%; RORgamma inh: 0%; VP16 counter: 0%

Results for Cc1cccc(S(=O)(=O)Nc2ccc3c(c2)OCCO3)c1 ?
BRCA1 expr up: -4%; Rab9 prom act: -2%; Tb PFK block: 6%; TRPV1 agonist: 1; p53 reactivator: -3%; ELG1 genotox: -1%; ELG1 DNA repair: 4%; FLuc modulator: 0%; NPC1 promoter act: -5%; RORgamma inh: 45%; VP16 counter: -5%

What do the screens show for `COc1ccc(OC)c(N(CC(=O)NCc2cccnc2)S(C)(=O)=O)c1`?
BRCA1 expr up: 3%; Rab9 prom act: 11%; Tb PFK block: 6%; TRPV1 agonist: -1; p53 reactivator: 0%; ELG1 genotox: 2%; ELG1 DNA repair: 13%; FLuc modulator: 7%[2.3 µM]; NPC1 promoter act: inconclusive; RORgamma inh: -3%; VP16 counter: -7%

What do the screens show for `CCOc1ccc(Nc2nc3ccccc3n3nnnc23)cc1`?
BRCA1 expr up: 56%; Rab9 prom act: 4.5µM*; Tb PFK block: 0%; p53 reactivator: inconclusive; ELG1 genotox: inconclusive; ELG1 DNA repair: inconclusive; FLuc modulator: inconclusive; NPC1 promoter act: 27%; RORgamma inh: -2%; VP16 counter: -26%

Results for COc1cccc(NC(=O)NNC(=O)CCc2ccc(O)c(O)c2)c1 ?
BRCA1 expr up: -3%; Rab9 prom act: -2%; Tb PFK block: -9%; TRPV1 agonist: 4; p53 reactivator: 23%; ELG1 genotox: 3%; ELG1 DNA repair: inconclusive; FLuc modulator: -2%; NPC1 promoter act: -4%; RORgamma inh: -1%; VP16 counter: -2%

Results for CCn1c(SCC(=O)Nc2c(C)n(C)n(-c3ccccc3)c2=O)nnc1-c1cccc(C)c1 ?
BRCA1 expr up: 22%; Rab9 prom act: 0%; Tb PFK block: 3%; TRPV1 agonist: -2; p53 reactivator: -1%; ELG1 genotox: 4%; ELG1 DNA repair: -19%; FLuc modulator: 8%; NPC1 promoter act: -3%; RORgamma inh: 15%; VP16 counter: -2%

Results for COCCn1c(SCC(=O)Nc2ccc3c(c2)OCCO3)nc2c(c1=O)SC(C)C2 (centres undefined) ?
BRCA1 expr up: 8.9µM*; Rab9 prom act: 17%; Tb PFK block: 3%; TRPV1 agonist: -1; p53 reactivator: 28%; ELG1 genotox: 0%; ELG1 DNA repair: inconclusive; FLuc modulator: -12%; NPC1 promoter act: 0%; RORgamma inh: inconclusive; VP16 counter: 3%

Results for O=C(COC(=O)c1ccccc1Oc1ccccc1)NCc1ccco1 ?
BRCA1 expr up: -24%; Rab9 prom act: -1%; Tb PFK block: 27µM*; TRPV1 agonist: 7; p53 reactivator: 10%; ELG1 genotox: 1%; ELG1 DNA repair: -4%; FLuc modulator: -4%; NPC1 promoter act: -1%; RORgamma inh: -15%[10 µM]; VP16 counter: 9%

High-throughput results deposited in PubChem by National Center for Advancing Translational Sciences (NCATS).

Rows are unselected; any-hit rate near 15%.
